High-throughput results (PubChem)
TWEAK Fn14 block: inhibitors of TWEAK-Fn14 signaling, primary screen, luciferase reporter cells, uHTS; TWEAK-stimulated Fn14 reporter cells, luciferase luminescence, 8 h; inhibition, % at 10 µM; actives 2% (n = 360,000); AID 1159606, 2016; in the data active means inhibition above about 50%
TRAIL sens C8: viability loss with TRAIL in NB7+C8 cells, primary screen, TRAIL sensitizer project, cell-based, ATPlite luminescence. actives 1% (n = 360,000). inhibition (viability loss, TRAIL sensitization), % at 10 µM. AID 624354, 2012;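 active means compounds causing at least 50% loss of cell viability in the single-dose screen, relative to plate controls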
TROY NFkB inh: inhibitors of TROY-driven NF-kB signaling, primary screen, Q293 LMP1-TROYcd cells, NF-kB luciferase, uHTS. actives 0.98% (n = 360,000). inhibition, % at 10 µM. Q293 LMP1-TROYcd NF-kB luciferase reporter, 4 h;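 active means compounds whose plate-normalised and pattern-corrected inhibition of the luciferase reporter signal at the single screening dose is 50% or more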
LRH-1 inv ag: LRH-1 (NR5A2) inverse agonists, primary screen, cell-based, luminescence, HEK293T, StAR-luciferase reporter. inhibition, % at 3.6 µM. AID 602396, 2012. actives 0.13% (n = 360,000). LRH-1 transfected, 24 h. Nuclear receptor subfamily 5 group A member 2 (Homo sapiens), O00482;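 active means inhibition above the mean inhibition of all tested compounds plus 3 SD, cut at about 73% in these data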;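 further: 0% = DMSO wells and 100% = reporter-only cells lacking LRH-1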
NR2F2 inh: NR2F2 transcriptional activity inhibitors, primary screen, cell-based, luciferase reporter, HEK293T, luminescence; HEK293T NGFI-A luciferase reporter; inhibition, % at 8.6 µM; actives 0.7% (n = 370,000);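 active means inhibition above a per-plate cutoff, mean inhibition of test wells between control levels plus 3 SD, cut at about 38% in these data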;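 further: cells cotransfected with COUP-TFII expression vector driving the NGFI-A reporter; 0% = median of COUP-TF2 test wells and 100% = reporter-only cells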
SRC3 inh: SRC3 coactivator transcriptional activity inhibitors, primary screen, cell-based, luminescence | HEK293 GAL4-SRC3 luciferase reporter | inhibition, % at 3.6 µM | actives 0.17% (n = 360,000);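 active means inhibition above a per-campaign cutoff, the mean of all compounds plus 3 SD, cut at about 60% in these data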;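 further: 0% = DMSO-treated cells and 100% = gossypol-treated cells at 36 µM; higher means less SRC3-driven luciferase light from the GAL4 reporter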
SRC1 inh: SRC1 coactivator transcriptional activity inhibitors, primary screen, cell-based, luminescence; AID 588354, 2011; HEK293 GAL4-SRC1 luciferase reporter; actives 0.12% (n = 360,000); Nuclear receptor coactivator 1 (Homo sapiens), Q15788; inhibition, % at 3.6 µM;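 active means inhibition above the campaign mean plus 3 SD, with each screening campaign given its own cutoff, cut at about 60% in these data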;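 further: 0% = DMSO treated cells and 100% = gossypol at 36 µM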
Shn3 inh set2: reduction of Shn3 3'UTR firefly luciferase signal, primary screen, Schnurri-3 inhibitor project, cell-based, Clone20 osteoblasts, set 2. actives 0.52% (n = 360,000). inhibition, % at 12.5 µM. Clone20 osteoblast Shn3 3'UTR firefly luciferase, 24 h;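 active means mean inhibition of at least 75% with every replicate also reaching 75%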;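 further: 0% = median of neutral control wells and 100% = pilot-screen positive control compound; some compounds past the cut are filed as inactive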
CF NFkB block: inhibitors of PAF-induced NF-kB signaling, primary screen, cell-based, GFP fluorescence, uHTS. actives 0.86% (n = 360,000). inhibition, % at 5 µM. KKLEB NF-kB-GFP reporter, GFP fluorescence overnight;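 active means at least 50% inhibition at 5 µM, scaled per plate between neutral and stimulator controls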;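 further: PAF is a Pseudomonas aeruginosa culture filtrate used as stimulus; plate controls were PAF-stimulated DMSO wells for no effect and unstimulated DMSO wells for full effect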
KKLEB tox: cytotoxicity in KKLEB CF airway cells, primary screen, cytotoxicity control for CF NF-kB inhibitor project, cell-based, uHTS, fluorescence assay plates | KKLEB CF airway cells viability, ATPlite luminescence, overnight; hits give low values; cells stimulated with P. aeruginosa culture filtrate | activity change (cytotoxicity), % at 5 µM | actives 0.36% (n = 360,000) | AID 602141, 2011;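 active means corrected activity change at or below -50% at 5 µM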
LMP1 NFkB inh: EBV LMP1-driven NF-kappaB luciferase reporter inhibitors, primary screen, cell-based, luminescence, single point | LMP1-induced NF-kappaB luciferase reporter cells | inhibition, % at 12.5 µM | actives 0.69% (n = 350,000); in the data active means inhibition above about 41%;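 further: 0% = neutral control wells and 100% = reference inhibitor control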
The depositor's hits bear a star; nt = not tested or not shown. Only part of the results is shown; count on the stated rates, not on these rows.

SMILES	TWEAK Fn14 block	TRAIL sens C8	TROY NFkB inh	LRH-1 inv ag	NR2F2 inh	SRC3 inh	SRC1 inh	Shn3 inh set2	CF NFkB block	KKLEB tox	LMP1 NFkB inh
Cc1ccc(-c2nc(S(=O)(=O)c3ccc(F)cc3)c(SCC(=O)NCC3CCCO3)o2)cc1 (stereo not given)	-13	-6	-13	1	-29	5	-4	34	-20	-1	-6
COc1ccc(C(C)NC(=O)c2ccccc2)cc1 (stereo not given)	5	-16	1	-3	nt	13	-1	-26	3	7	-2
O=C(c1ccc[nH]c1=S)N1CCN(S(=O)(=O)c2ccc(Br)cc2Cl)CC1	-9	4	5	1	-6	-2	-3	-18	-3	10	-3
CCC(=O)c1ccc(OCC(=O)NCCCN2CCOCC2)cc1	5	-12	-22	18	4	7	-8	8	0	-10	-5
Cc1ccsc1/C=C1\CCC(C2CCCC2)C1=O (stereo not given)	9	18	15	-84	-33	-57	-175	-103	-4	-10	-34
Cn1cnc([N+](=O)[O-])c1S(=O)(=O)c1cccc(Cl)c1	18	0	64*	6	16	10	3	-13	36	-54*	-2
Cc1ccc(Nc2c(-c3ccc(N4CCOCC4)cc3)nc3ncccn23)cc1C	-36	18	-5	-13	-10	-21	1	10	-6	-2	7
CC1CCCN(CC(O)COc2ccc(S(=O)(=O)N3CCCC3)cc2[N+](=O)[O-])C1 (stereo not given)	4	6	-6	3	10	-7	-1	14	7	1	4
O=C(NCc1cccnc1)/C(=C/c1ccco1)NC(=O)c1ccccc1	3	6	6	22	4	9	0	5	-12	7	2
CC(C)(C)S(=O)N1Cc2cc(CO)ccc2[C@H]1CCO (stereo not given in full)	13	4	-4	-9	-3	-12	4	-2	15	7	2
COC(=O)[C@@H]1CCCN1C(=O)c1cc(COc2cccc3cccnc23)on1	-4	-3	-1	-4	-13	1	7	-5	-13	8	4
COc1cc(S(=O)(=O)NC2CCCCC2)ccc1Cl	7	-19	-5	-12	7	13	-2	12	9	-2	0
CCc1c(C#N)c(SCCC(=O)Nc2ccc(F)cc2)nc2c1C(=O)CC(C)(C)C2	24	15	45	8	3	8	-5	32	22	-13	-5
COC(=O)c1cc(-c2c[nH]c3ccccc23)n[nH]1	-4	10	-16	-7	-27	9	-6	3	1	0	-8
CCOC(=O)c1c(/N=C/C2C(=O)CCCC2=O)sc(C)c1C	-4	8	2	2	1	6	-1	28	-10	-2	-6
COc1ccc(CC(=O)O/N=C(\N)c2ccncc2)cc1OC	1	17	-4	-2	-11	-4	-1	19	10	-6	7
CCOCCOC(=O)c1ccc(NC(=O)c2cc(OC)c(OC)c(OC)c2Br)cc1	3	-8	11	-4	1	-5	1	-3	-6	-8	5
COc1ccc(C(=O)N2CCN(C(=O)C3COc4ccccc4O3)CC2)cc1 (stereo not given)	-18	9	16	-5	3	-44	11	-3	20	-15	-1
COc1ccc(OC)c(N/C(=N/c2nc(C)cc(C)n2)NC(C)=O)c1	-33	16	-20	7	-5	15	9	10	0	-14	-5
COc1ccccc1NC(=O)CN1CCN(CC(=O)Nc2ccccc2Cl)CC1	11	-13	9	5	0	-4	-7	23	3	2	3
C=C1CCN([C@@H](CC(C)C)C(=O)NCc2cc(OC)c(OC)c(OC)c2)S(=O)(=O)c2ccccc21	4	-10	-6	6	6	7	7	-1	-11	5	-9
CC(C)(C)N1C(=O)[C@H]2[C@@H](c3ccc(Br)cc3)N3C(=O)N(c4cccc(F)c4)C(=O)[C@@]3(Cc3ccccc3)[C@H]2C1=O	18	16	1	-1	5	-17	-6	21	27	-11	7
N#Cc1nc(-c2ccc(F)cc2)oc1NCc1cccc2c1OCO2	-25	7	-41	6	-14	-10	-12	-4	-1	-8	0
CC1Sc2ccc(S(=O)(=O)CCC(=O)NC(C)c3ccccc3)cc2NC1=O (stereo not given)	-6	10	4	16	4	18	5	15	-1	-6	-10
Cc1nc2c(sc3nc(N4CCOCC4)c4c(c32)CC(C)(C)OC4)c(-c2ccccc2)c1C(=O)O	-4	6	18	3	-21	10	1	13	11	-4	-3
Oc1ccc(C(=Nc2ccccc2)c2ccccc2)c(O)c1	-25	8	-30	-10	-9	-3	-7	-13	2	19	-3
CCOC(=O)C(NCc1ccco1)(NC(=O)c1ccc(OC)cc1)C(F)(F)F (stereo not given)	-6	-25	-9	-27	4	-2	3	-5	6	1	-4
NC(=O)/C(=C\c1ccc([N+](=O)[O-])o1)c1ccco1	13	6	-10	0	10	-11	-9	5	5	-3	nt
COc1cc(C(=O)N2CCC(C(N)=O)CC2)ccc1OCc1c(C)noc1C	10	-11	-8	13	-3	-17	-9	73	18	-6	6
COc1ccc(OC)c(CC(NC(C)=O)C(=O)NC2CCN(S(=O)(=O)c3ccc(NC(C)=O)cc3)CC2)c1 (stereo not given)	35	8	10	2	10	-2	2	-11	16	-2	-4

A portion taken from the entries so far, as a working copy:
SMILES	TWEAK Fn14 block	TRAIL sens C8	TROY NFkB inh	LRH-1 inv ag	NR2F2 inh	SRC3 inh	SRC1 inh	Shn3 inh set2	CF NFkB block	KKLEB tox	LMP1 NFkB inh
CC(C)(C)S(=O)N1Cc2cc(CO)ccc2[C@H]1CCO (stereo not given in full)	13	4	-4	-9	-3	-12	4	-2	15	7	2
COC(=O)[C@@H]1CCCN1C(=O)c1cc(COc2cccc3cccnc23)on1	-4	-3	-1	-4	-13	1	7	-5	-13	8	4
COc1cc(S(=O)(=O)NC2CCCCC2)ccc1Cl	7	-19	-5	-12	7	13	-2	12	9	-2	0
CCc1c(C#N)c(SCCC(=O)Nc2ccc(F)cc2)nc2c1C(=O)CC(C)(C)C2	24	15	45	8	3	8	-5	32	22	-13	-5

(cont.)
SMILES	TWEAK Fn14 block	TRAIL sens C8	TROY NFkB inh	LRH-1 inv ag	NR2F2 inh	SRC3 inh	SRC1 inh	Shn3 inh set2	CF NFkB block	KKLEB tox	LMP1 NFkB inh
CCN(CC)CCCNC(=O)c1cn(-c2cccc(OC)c2)c(=O)c2ccccc12	0	-19	-2	5	-4	18	6	18	-14	-1	-3
O=C(NC1CCCCC1)c1ccccc1NC(=S)NC(=O)C1CC1	-8	-4	12	6	15	4	2	-1	-4	6	-10
Cc1ccc(S(=O)(=O)N2CC3(O)CN(C(=O)OC(C)C)N(C(=O)OC(C)C)CC3(OC(=O)Nc3cccs3)C2)cc1 (stereo not given)	-4	3	10	-14	-13	-5	15	-8	11	2	-4
CCC(C(=O)Nc1ccc(S(=O)(=O)Nc2ncccn2)cc1)c1ccccc1 (stereo not given)	86*	-8	14	-3	14	4	2	10	-7	1	23
O=C(NCc1cc([N+](=O)[O-])ccc1O)c1cccnc1Sc1ccccc1	-22	-12	-3	5	-4	-10	5	6	0	-8	2
CCOc1ccc(S(=O)(=O)NCCCl)cc1	20	-2	10	1	-4	6	-61	-4	-8	4	0
Cc1nc(CCNC(=O)CC2C(=O)NCCN2CC(C)(C)C)nc2c1CCC2 (stereo not given)	0	3	15	0	2	17	-47	-3	-7	8	4
CC(C)c1ccc(NC(=O)C(c2ccccc2)N2CCN(C=O)CC2)cc1 (stereo not given)	2	9	16	-19	-5	-11	-1	-6	5	11	-5
COc1ccc2c(c1OC)C(=O)OC2c1c(O)nc(SC)n(-c2ccccc2)c1=O (stereo not given)	5	-3	-8	17	-10	-3	8	-4	-10	8	-4
CCCNC(=O)C1CN(S(=O)(=O)c2ccc(C)cc2)c2ccccc2O1 (stereo not given)	10	-2	2	-22	1	-4	2	-10	-2	3	0
CCC(C(=O)Nc1ccccc1C(=O)N1CCCC1)N1C(=O)c2ccccc2C1=O (stereo not given)	-6	-5	-7	-1	-9	-4	11	-5	12	-12	-17
COc1ccc(CCC(=O)N2CCCC(Nc3ccc(C)c(C)c3)C2)cc1OC (stereo not given)	10	-7	-29	3	-6	8	-18	-9	4	-7	2
N#Cc1ccc(S(=O)(=O)Nc2ccc3ccccc3n2)cc1	15	24	3	0	-7	16	-4	3	-1	-4	-9
Cn1nnnc1NCc1ccccc1F	14	-8	13	4	-16	13	8	-2	4	-7	4
CCOC(=O)C1CCN(S(=O)(=O)c2ccc3[nH]c(=O)ccc3c2)CC1	25	-7	-7	8	-3	-11	-36	-9	-22	1	0
CCn1c(SCC(=O)NC2CCCCC2C)nnc1-c1ccc(OC)cc1 (stereo not given)	0	-10	0	-12	-4	16	-4	9	5	2	-5
O=C(Nc1ccc(Oc2cccnc2)cc1)c1ccccc1F	-12	2	-44	-76	-29	-43	-41	-44	10	4	-7
O=C(CCNC(=O)c1ccc(Cl)cc1)NCc1ccco1	-6	-6	-6	13	-6	14	-6	3	-19	13	1
C=CCOc1ccc(C(=O)Nc2ccc(OCC)cc2)cc1	-26	7	-41	-50	-1	-33	-40	-26	11	4	9
CCn1c(SCC(=O)NNC(=O)c2ccccc2)nnc1-c1ccco1	44	4	-5	-4	-7	15	-17	-5	2	4	-10
O=C(Nc1cccc([N+](=O)[O-])c1)c1ccc(CN2CCOCC2)cc1	-33	14	-47	-23	-10	-10	-27	-10	-29	11	-1
Cc1ccccc1NC(=O)N1CCNC(=O)C1CC(=O)Nc1cc(Cl)ccc1Cl (stereo not given)	1	-21	4	-1	18	-11	2	7	-146	20	-3
O=C(O)C[C@@H](CNC(=O)COc1ccc2ccc(=O)oc2c1)c1ccc(Cl)cc1	2	6	17	-6	-16	11	3	-1	2	3	9
COc1ccc(C(=O)c2ccc(N3CCN(C(=O)c4ccc(F)cc4)CC3)c(F)c2)cc1Br	61*	17	44	23	0	3	-1	37	10	10	10
O=C(CN1CCCc2ccccc21)NCCc1ccc(F)cc1	-2	4	-12	1	3	-7	-6	-13	-7	-1	0
Cc1noc(C)c1C(=O)N1CCC1(C)C(=O)NS(=O)(=O)c1ccc(F)cc1F (stereo not given)	7	-15	-2	-3	6	-11	-8	-14	20	-2	nt
CCOc1cc2c(cc1OCC)C(C(=O)O)C(c1ccc(OC)c(O)c1)N(C)C2=O (stereo not given)	4	-2	-5	-8	5	4	-7	0	0	8	-8
COc1ccc2c(c1)sc(=N)n2C	14	-8	-6	-14	11	19	9	44	9	2	-2
FC(F)(F)c1ccc(NC(=S)NC2CCCCC2)cc1	18	14	12	-53	-16	-37	-33	-23	30	4	-6
CCOC(=O)[C@H]1[C@H]2COc3ccc(C)cc3[C@@H]2N2C(=O)c3cc(F)c(F)cc3NC(=O)[C@@]12C	-10	15	-4	2	-18	4	7	13	4	-5	3
NC(=O)N/N=C/C=C/c1ccc(F)cc1	-5	13	4	-2	-11	3	4	-12	4	6	8
